CRE-bla Fsk: alters forskolin-stimulated CRE reporter signaling in CHO cells | CHO CRE-bla reporter (cAMP response element driving beta-lactamase), forskolin EC10, beta-lactamase ratio | Potency, µM (titrated, usually from 38.2 µM), for inactives: top-dose activity change, negative = inhibition, hits mostly activators | 71,000 compounds, 2.5% hits | AID 662; active = well fitted activation curve with a large enough effect in the signal ratio, with a control signal flat, not every such curve was filed as active; inconclusive = small, poorly fitted or top-dose-only effect, or effect the other way, or a change in a side signal; the % refers to the signal ratio; note: potency is the fitted concentration of half-maximal effect; % of control where 0% means no effect
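Modulation of forskolin-driven signalling is measured in CHO cells carrying a CRE-controlled beta-lactamase reporter. Cells are stimulated with EC10 NKH 477 in the presence of titrated compound for 3 h at 37 °C, then loaded with CCF4 for 2 h at room temperature.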
Hsp90 Hop PPI: changes Hsp90-Hop TPR2A binding signal, up or down | AlphaScreen TPR2A-His6 binding biotin-Hsp90 C-terminal peptide | Potency, µM (series often up to 57 µM), for the others: at the top dose activity change, negative = inhibition | 71,000 compounds, 0.44% hits | AID 595; active = well fitted curve in either direction with a large enough effect; inconclusive = small, poorly fitted or top-dose-only effect, or another doubt; note: potency is the fitted concentration of half-maximal effect; % is set by controls: 0 for no effect and ±100 for the full control effect; many of its hits are not listed in these tables
HADH2 inhib: HADH2 (human) dehydrogenase inhibition; Potency, µM (series often up to 57.1 µM), without a hit: at the top dose activity change, negative = inhibition, hits mostly inhibitors; 73,000 compounds, 3.4% hits; recombinant HADH2, NADH fluorescence, beta-hydroxybutyryl-CoA; AID 886; Q99714; note: potency is the fitted concentration of half-maximal effect; % is set by controls: 0 for no effect and ±100 for the full control effect; nearly all actives have a fitted effect of over 60% in size; many of its hits are not listed in these tables
Target sequence (Q99714 whole entry, looked up, one chain of several): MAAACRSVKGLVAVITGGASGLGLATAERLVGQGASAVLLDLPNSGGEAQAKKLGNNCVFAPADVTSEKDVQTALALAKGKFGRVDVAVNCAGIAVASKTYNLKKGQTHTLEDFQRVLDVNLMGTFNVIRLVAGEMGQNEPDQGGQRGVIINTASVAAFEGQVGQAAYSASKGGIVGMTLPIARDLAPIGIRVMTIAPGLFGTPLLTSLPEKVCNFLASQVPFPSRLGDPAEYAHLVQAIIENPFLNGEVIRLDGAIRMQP
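Buffer 100 mM Tris-HCl pH 9.0/0.01% Tween-20; HADH2 20 nM; NAD+ 1 mM; beta-hydroxybutyryl-CoA 90 uM (all final). 15 min cpd preincubation, RT.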
UbGFP stabilizer: inhibits proteasome, raising ubiquitin-GFP reporter fluorescence | AID 526 | Potency, µM (highest dose often 45.9 µM), without a hit: top-dose activation (GFP accumulation), hits mostly activators | Ubiquitin-GFP reporter cells, proteasome inhibition, GFP fluorescence; response scale: untreated = 0%, 10 µM MG-132 = 100% | 67,000 tested, under 10 active; active = well fitted activation curve with a large enough effect, not every such curve was filed as active; inconclusive = small, poorly fitted or top-dose-only effect, or another doubt; inactive = no such curve, though single readings can be large or run the other way; note: potency is the fitted concentration of half-maximal effect
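U2OS cells stably expressing ubiquitin(G76V)-GFP, seeded overnight in 0.5% FBS medium, were exposed to compounds (qHTS, 46 uM to 2.9 nM) for 4 hr at 37 °C. GFP-positive cells were counted by laser cytometry (488 ex/515 em), normalized between basal and 10 uM MG-132.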
HBB splice mod: modulators of hemoglobin beta chain splicing. 65,000 compounds, 0.06% hits. AID 925. HBB splicing reporter cell assay, activation; EGFP reporter with mutant IVS2-654 intron; response scale: normalised to 500 nM splice-correcting PNA. Potency, µM (series often up to 46.1 µM), for inactives: at the top dose activation, hits mostly activators; note: potency is the fitted concentration of half-maximal effect; 0% is about no effect
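HeLa cells stably expressing EGFP interrupted by mutant beta-globin intron 2 (IVS2-654), 500/well in 2% FCS. Treated with compound for 2 days at 37C. Splicing correction scored as total well GFP intensity (488 nm excitation, 500-520 nm emission); 500 nM antisense PNA served as control.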
DNA Pol III inh: DNA polymerase III holoenzyme inhibition. Potency, µM (doses to about 57.1 µM), for the others: top-dose activity change, negative = inhibition. AID 603. 71,000 compounds, 0.25% hits. reconstituted DNA polymerase III holoenzyme replication, biochemical; note: potency is the fitted concentration of half-maximal effect; % is set by controls: 0 for no effect and ±100 for the full control effect
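Reconstituted *E. coli* holoenzyme (0.35 nM Pol III, 1 nM beta, 154 nM SSB, 2 nM primase) was preincubated with compound for 15 min at RT. Synthesis on 1.4 nM ssM13Gori ran 35 min, then was stopped with PicoGreen/EDTA and read as dsDNA fluorescence.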
Tau fil binding: binders of human tau filaments. recombinant tau filaments, thioflavin S fluorescence, 15 h; filaments grown with octadecylsulfate alongside compound. 71,000 compounds, 2% hits. Potency, µM (series often up to 57.1 µM), inactives show top-dose activity change, negative = inhibition. AID 596;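 note: potency is the fitted concentration of half-maximal effect; % is set by controls: 0 for no effect and ±100 for the full control effect; actives lower thioflavin S fluorescence by blocking filaments or displacing dye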
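Tau 2 uM in ThS buffer dispensed; compound added; 60 uM ODS added (finals 1 uM tau, 30 uM ODS); 15 h 37 C; fluor ex450/em510.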
GFP derepression: derepresses silenced GFP locus in mouse C127i cells. mouse C127i GFP locus derepression, cytometry, 30 h. Potency, µM (highest dose often 46.1 µM), inactives show at the highest dose GFP derepression (activation). 68,000 compounds, 0.09% hits. AID 597; note: % of control where 0% means no effect
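Read-out is the number of GFP-positive cells, scored as fluorescent objects 20 to 120 um wide, reflecting derepression of a silenced CMV-GFP reporter in murine C127i cells after 30 h compound exposure at 37 C.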
Luciferase inh: firefly luciferase inhibition; P08659; Potency, µM (doses to about 57.1 µM), for inactives: at the highest dose activity change, negative = inhibition, usual class: inhibitors; AID 411; purified firefly luciferase, luminescence, 8 min; 72,000 compounds, 2.2% hits; note: potency is the fitted concentration of half-maximal effect; % is set by controls: 0 for no effect and ±100 for the full control effect; nearly all actives have a fitted effect of over 40% in size
Target sequence (P08659 whole entry, looked up): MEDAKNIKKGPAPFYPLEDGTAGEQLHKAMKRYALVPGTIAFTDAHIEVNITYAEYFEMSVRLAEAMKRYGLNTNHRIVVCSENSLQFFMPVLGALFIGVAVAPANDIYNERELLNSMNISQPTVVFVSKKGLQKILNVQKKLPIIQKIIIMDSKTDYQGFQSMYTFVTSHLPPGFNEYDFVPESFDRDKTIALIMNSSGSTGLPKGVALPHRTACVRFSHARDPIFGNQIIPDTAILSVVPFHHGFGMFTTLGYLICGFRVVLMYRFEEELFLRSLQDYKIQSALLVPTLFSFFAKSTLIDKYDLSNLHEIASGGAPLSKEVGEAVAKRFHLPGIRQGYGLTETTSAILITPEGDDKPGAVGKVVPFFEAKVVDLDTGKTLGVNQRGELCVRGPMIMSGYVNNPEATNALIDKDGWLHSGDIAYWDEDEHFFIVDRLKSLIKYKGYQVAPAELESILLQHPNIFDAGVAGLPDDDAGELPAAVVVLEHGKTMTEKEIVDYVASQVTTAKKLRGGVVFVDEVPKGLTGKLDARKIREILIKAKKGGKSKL
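qHTS concentration-response profiling: light output of P. pyralis luciferase with luciferin and 10 uM ATP, imidazole buffer pH 7.2. Read by luminescence after 8-min room-temperature incubation.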
ERK AVP block: inhibitors of vasopressin-stimulated ERK signaling pathway; AID 995; 72,000 compounds, 0.99% hits; Potency, µM (titrated, usually from 57.5 µM), inactives show top-dose activity, negative = inhibition, hits mostly inhibitors; HEK293-V1b, vasopressin-stimulated pERK AlphaScreen; note: potency is the fitted concentration of half-maximal effect; % is set by controls: 0 for no effect and ±100 for the full control effect; nearly all actives have a fitted effect of over 55% in size
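Phosphorylated ERK1/2 detected via AlphaScreen bead proximity in lysates of V1b-expressing HEK293 cells given 25 nM vasopressin for 5 min after 30 min compound exposure (37 °C). AC50 from Hill equation; basal DMSO 0%, vasopressin 100%.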
15-hLO inh: inhibitors of human 15-lipoxygenase (ALOX15) | P16050 | purified 15hLO-1, xylenol orange hydroperoxide absorbance | Potency, µM (top dose mostly 57.1 µM), for inactives: at the highest dose activity change, negative = inhibition, actives largely listed as inhibitors | 74,000 compounds, 1.4% hits | AID 887; note: potency is the fitted concentration of half-maximal effect; % is set by controls: 0 for no effect and ±100 for the full control effect; nearly all actives have a fitted effect of over 55% in size
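Quantitative HTS in 25 mM Hepes pH 7.5 containing 0.01% Triton X-100: human 15hLO-1 at 40 nM, arachidonic acid at 50 uM, 6 min turnover. Product quantified via ferrous oxidation/xylenol orange, 573:405 nm absorbance ratio.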
Starred values were filed as active, the others as inactive; i = inactive; ? = inconclusive; / = no result given; [ ] = remark or other dose. Unless noted, calls come from the whole dose curve; as a rule, active = well fitted curve in the direction sought with a large enough effect; inconclusive = small, poorly fitted or top-dose-only effect, or another doubt; inactive = no such curve, though single readings can be large; an effect the other way counts as inactive or inconclusive.

Every second line gives: CRE-bla Fsk, Hsp90 Hop PPI, HADH2 inhib, UbGFP stabilizer, HBB splice mod, DNA Pol III inh, Tau fil binding, GFP derepression, Luciferase inh, ERK AVP block, 15-hLO inh
Cc1ccc2cccc(SCC(=O)NCc3ccco3)c2n1
    -3%, -2%, ?, -3%, -0.9%, -8%, -7%, -3%, -33%, -2%, 2%
Cc1cc(C)n(CCCNC(=O)c2ccc(S(=O)(=O)NCc3ccco3)cc2)n1
    5%, -3%, -11%, 3%, -0.9%, -7%, -5%, -1%, 3%, 10%, 7%
O=c1c(-c2ccc(Cl)cc2)nc2cnc(N3CCOCC3)nc2n1C[C@H]1CCCO1
    0.79µM*, -5%, 1%, 10%, 1.3%, -5%, -3%, 3%[9.22 µM], 2%[11.4 µM], 7%, 11%
O=C(CNC(=O)c1ccc(Br)o1)Nc1cccc(-c2cnc3ccccc3n2)c1
    ?, -2%, 18%, -5%, -1.9%, -1%, 150%, -3%, -2%, ?, -5%
O=C(Cc1ccc(-n2cnnn2)cc1)NC12CC3CC(CC(C3)C1)C2
    ?, 1%, -13%, -2%, 3.3%[57.5 µM], -2%, 9%, 0%, 0%, -9%, 8%
O=C(CN1CCOCC1)N(c1ccccc1)c1ccc2ccccc2c1
    2%, -3%, 3%, 3%, -0.1%, -2%, 6%, -2%, -3%, 4%, 6%
Cc1cc(/C=N/n2cnnc2)c(C)n1-c1ccc(C(=O)O)cc1
    0%, ?, 1%, -12%, 2.3%, -2%, 0%, 1%, 3%, ?, -12%
Cc1nc(NC(=O)CSc2nnnn2Cc2ccccc2)sc1C
    ?, -6%, -3%, -1%, -2.9%, -10%, 9%, 2%, -1%, -29%, 3%
CC1=CC2=NC(=O)CC(C)(C(=O)N(CC(=O)NC(C)(C)C)C3CCCC3)N2C=C1 (centres undefined)
    -1%, -3%, ?, -1%, /, 1%, -9%, -2%, -2%, 4%, 8%
CCCc1nnc(NC(=O)CN2C(=O)c3ccccc3S2(=O)=O)s1
    -10%, -6%, -9%, 2%, -2.4%, -1%, -17%, 10%, -15%, -26%, 48%[activator]
CCS(=O)(=O)n1nc(NCc2cccc(OC)c2)nc1NCc1cccc(OC)c1
    -1%, 1%, 0%, 0%, -0.6%, 2%, -1%, 0%, 2%, -9%, 6%
CS[C@]12C(=O)C[C@]3(C)[C@@H](CC[C@@]3(O)C(=O)CO)[C@@H]1CCC1=CC(=O)CC[C@]12C
    4%[7.6 µM], -2%[11 µM], -5%[11.4 µM], 4%[9.17 µM], 2.1%[9.22 µM], -12%[11.4 µM], 12%[11.4 µM], 3%[9.22 µM], 3%[11.4 µM], 18%[11.5 µM], 13%[11.4 µM]
Cc1nnc(SCC(=O)NCc2ccccc2)s1
    -2%, -2%, 4%, 3%, 1.7%, -3%, 1%, -2%, 4%, -1%, 0%
COc1ccc(N2C(=O)CC(N3CCN(c4nc5ccccc5s4)CC3)C2=O)cc1 (centres undefined)
    -18%, -8%, 8%, 5%, 2.5%, -1%, 9%, -3%, -1%, ?, -4%
COC(=O)CSc1nc2cc3c(cc2cc1C)OCCO3
    7%, 3%, 1%, -5%, /, 3%, -15%, 1%, -5%, -26%, 3%
CC1CCCN(C(=O)Cn2c(=O)oc3ccccc32)C1 (centres undefined)
    -4%, -1%, 6%, -3%, 0.3%[57.5 µM], -4%, -4%, 3%, 0%, 7%, -1%
CCc1nnc(NC(=O)c2ccc(S(=O)(=O)N3CCCCC3C)cc2)s1 (centres undefined)
    -2%, 0%, 7%, 4%, 2.4%[57.5 µM], -5%, 3%, -2%, 3%, 2%, 2%
CCOc1ccc(NC(=O)CN2C(=O)C3CC=CCC3C2=O)cc1 (centres undefined)
    -3%, -3%, 0%, -9%, 5.0%, -4%, -3%, -2%, 2%, -15%, 2%
CCOC(=O)C1=CSC2=NS(=O)(=O)CCN12
    -5%, -1%, -8%, 2%, -2.1%, -1%, 2%, -2%, 2%, -1%, 9%
CCOC(=O)N1CCN(S(=O)(=O)c2cc(OCC(N)=O)c(C)cc2Cl)CC1
    1%, -2%, 7%, -1%, -0.9%, 0%, 6%, 0%, 0%, -7%, 10%
COc1ccc(Nc2nc(C)cc(C)c2C(N)=O)c(OC)c1
    -2%, -3%, -8%, 8%, -1.3%, -5%, 0%, 6%, 1%, -15%, 4%
O=c1cc(CN2CCN(c3ccc(F)cc3)CC2)nc2sccn12
    -13%, -1%, -2%, 13%, -1.1%, -2%, 64%, 0%, 2%, 11%, -8%
Oc1ccc(C(=S)N2CCCCC2)cc1Cl
    -1%, -4%, -23%, 8%, -0.8%, -2%, -5%, 0%, -3%, -23%, -16%
CCC(C)NC(=O)Cn1cc2c(n1)CCC(C)C2 (centres undefined)
    -3%, -1%, -3%, -6%, -0.2%, 0%, -10%, -3%, 1%, -11%, 7%
CN(CC(O)COCc1cccs1)C1CCCCC1 (centres undefined)
    -5%, -2%, -4%, -2%, 0.1%[57.5 µM], -5%, -7%, 2%, -1%, 34%[activator], -4%
CCC/C=C(\CCC)C(NS(=O)(=O)c1ccc(Cl)cc1)c1ccc(C(=O)OC)cc1 (centres undefined)
    4%, ?, -12%, /, -0.5%, -2%, -6%, /, /, 52%[activator], /
CN(C)c1ccc(-c2nn3c(-c4ccccc4Cl)nnc3s2)cc1
    2.5µM*, 26%, 32µM*, 5%, 0.9%, -2%, 28%, -3%, 1%, -13%, -29%
CCOC(=O)c1c(Nc2nc(C)c(C(=O)NC)s2)sc(C)c1C
    2.5µM*, 2%, ?, 11%, 2.1%, 2%, -5%, 2%, -4%, -20%, -12%
CCOC(=O)Cn1c(CN(C)Cc2ccccc2)nc2c1c(=O)n(C)c(=O)n2C
    6%, -1%, 6%, -1%, /, -2%, -16%, 0%, -2%, ?, -1%
COC(=O)[C@H](CC(C)C)NC(=O)NC1CCCc2ccccc21 (some centres undefined)
    ?, -2%, 8%, -3%, 13%[0.369 µM], -1%, -24%, 6%, 4%, -5%, 11%
N#Cc1c(N)c(C(=O)c2ccccc2)n2c1CCC2
    5%, -6%, -4%, 6%, 1.8%, 2%, -2%, -2%, 1%, -25%, 7%
Cn1c(CCN2CCOCC2)nc2cc(NC(=O)COc3ccccc3)ccc21
    ?, -8%, -1%, 8%, -0.2%, -2%, -13%, 3%, 0%, -5%, 1%
Brc1cnc(N2CCCC2)nc1N1CCCCC1
    17%, 4%, -14%, -9%, -0.2%, 1%, -6%, 2%, 0%, -5%, -2%
CCN(CC)C(=O)c1cccc(C)c1
    -4%, 0%, 2%, /, 0.7%, 5%, 3%, /, /, -21%, -7%
COc1cccc(C2c3c(oc4ccccc4c3=O)C(=O)N2c2ccccn2)c1 (centres undefined)
    6%, 0%, 11%, 12%, -0.1%, -2%, -3%, 0%, -1%, -15%, 7%
COc1ccc(-c2nc3cnc(N4CCN(C)CC4)nc3n(CCc3ccccc3)c2=O)cc1
    ?, -5%, -3%, ?, ?, -4%, i, 2%[9.22 µM], 1%[11.4 µM], 26%, -4%
C=CCn1c(Cc2c[nH]c3ccccc23)n[nH]c1=S
    -12%, -5%, ?, 2%, 6.9%[0.369 µM], 1%, -15%, -2%, 0%, -16%, -15%
O=c1c2cnn(-c3ccccc3)c2ncn1Cc1ccccc1F
    0%, -2%, 5%, -2%, -0.1%, -8%, 291%, /, 0%, /, 2%
COc1ccc(S(=O)(=O)NC(CC(=O)NC2CCCC2)c2ccco2)cc1 (centres undefined)
    -12%, -7%, -6%, -12%, 1.7%, -4%, 1%, 0%, 0%, 21%, 8%
NC(=O)CSc1nnc(Cn2c(=O)sc3ccccc32)n1-c1cccc(Cl)c1
    -3%, -2%, 8%, 17%, -0.2%[1.84 µM], -1%, 3%, 6%, 1%, 3%, -12%
CC(C)Oc1snc(Cl)c1C(N)=O
    -1%, 3%, -9%, 0%, /, -2%, -6%, 2%, 2%, -8%, -3%
COCCNC(=O)C(c1ccco1)N(Cc1ccc(OC)cc1)C(=O)Cn1nnc2ccccc21 (centres undefined)
    ?, -4%, 3%, 5%, -0.1%[57.5 µM], -7%, 7%, 0%, 1%, -7%, 6%

Compound activity as filed in PubChem.

These rows are one share of the data; count on the stated rates, not on these rows.
